# Screening data deposited in PubChem by several laboratories.
# SRC3 inh: human NCOA3 inhibition; Q9Y6Q9; HEK293 GAL4-SRC3 luciferase reporter, luminescence; inhibition, % at 3.6 µM; 360,000 compounds, 0.17% hits;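 active means inhibition above a per-campaign cutoff, the mean of all compounds plus 3 SD, cut at about 60% in these data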;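 further: 0% = DMSO-treated cells and 100% = gossypol-treated cells at 36 µM; higher means less SRC3-driven luciferase light from the GAL4 reporter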
# TLR9-MyD88 inh: TLR9-MyD88 interaction inhibition. CHO BLA complementation TLR9-MyD88, CCF4 FRET ratio. AID 504734. inhibition, % at 4.98 µM. 340,000 compounds, 0.21% hits;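 active means inhibition above the mean over all tested compounds plus 3 SD, cut at about 21% in these data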;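 further: 0% = DMSO only wells and 100% = clavulanate BLA inhibitor control wells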
# SRC2 inh: inhibits human steroid receptor coactivator 2 | inhibition, % at 9 µM | Q15596 | HEK293 GAL4-SRC2 luciferase reporter, luminescence | 370,000 compounds, 0.17% hits;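 active means inhibition above the mean inhibition of all tested compounds plus 3 SD, set per campaign, cut at about 52% in these data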;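 further: 0% = DMSO treated cells and 100% = cells given Gossypol at 36 µM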
# LMP1 NFkB inh: reduces LMP1-driven NF-kappaB luciferase signal; LMP1-induced NF-kappaB luciferase reporter cells, luminescence; inhibition, % at 12.5 µM; 350,000 compounds, 0.69% hits; in the data active means inhibition above about 41%;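 further: 0% = neutral control wells and 100% = reference inhibitor control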
# COUP-TFII inh: blocks human COUP-TFII nuclear receptor; HEK293T NGFI-A luciferase reporter, luminescence; 370,000 compounds, 0.7% hits; AID 686940; P24468; inhibition, % at 8.6 µM;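 active means inhibition above a per-plate cutoff, mean inhibition of test wells between control levels plus 3 SD, cut at about 38% in these data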;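 further: cells cotransfected with COUP-TFII expression vector driving the NGFI-A reporter; 0% = median of COUP-TF2 test wells and 100% = reporter-only cells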
# MC4R antag cAMP: antagonists of human melanocortin 4 receptor (MC4R) | inhibition, % at 6.5 µM | MC4R-expressing cells, MTII-stimulated cAMP, LANCE TR-FRET | P32245 | 360,000 compounds, 0.48% hits;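 active means inhibition above its plate's cutoff, the mean of tested wells on that plate plus 3 SD, cut at about 29% in these data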;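 further: 0% = Melanotan II alone and 100% = Melanotan II plus saturating MCL0020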
#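 system = U2OS cells with stable human MC4R expression | also added = Melanotan II challenge after compound preincubation | dosing = one concentration, 6.5 µM nominal | incubation = compound 30 min, challenge 1 h, detection 1 h | measured by = TR-FRET with Eu-cAMP and labeled anti-cAMP, 671 nm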
# SRC1 inh: human NCOA1 inhibition. inhibition, % at 3.6 µM. HEK293 GAL4-SRC1 luciferase reporter, luminescence. 360,000 compounds, 0.12% hits. Q15788;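 active means inhibition above the campaign mean plus 3 SD, with each screening campaign given its own cutoff, cut at about 60% in these data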;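 further: 0% = DMSO treated cells and 100% = gossypol at 36 µM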
# MC4R ag barr: human MC4R agonism via beta-arrestin; P32245; U2OS MC4R beta-arrestin complementation, luminescence; percent of melanotan II response, DMSO zero; activation, % at 8.9 µM; 360,000 compounds, 0.98% hits;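 active means activation above a per-plate cutoff, the mean activation of sample wells on that plate plus 3 SD, cut at about 8% in these data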
# NOD2-RIPK2 inh: NOD2-RIPK2 protein interaction inhibition. O43353. CHO BLA complementation NOD2-RIPK2, CCF4 ratio. inhibition, % at 4.98 µM. 360,000 compounds, 0.38% hits; in the data active means inhibition above about 21%;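 further: 0% = vehicle only and 100% = reference blocker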
# ABHD5 PLIN5 PPI: inhibitors of human ABHD5-perilipin-5 interaction; inhibition, % at 4 µM; AID 602281; Split G. princeps luciferase complementation, luminescence, 4 h; 360,000 compounds, 0.78% hits;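 active means inhibition above the mean inhibition across every tested compound plus 3 SD, cut at about 22% in these data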;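 further: 0% = DMSO only wells and the 100% control is not disclosed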
# LRH-1 inv ag: inverse agonists of human LRH-1 (NR5A2); O00482; HEK293T StAR-luciferase reporter, LRH-1 transfected, 24 h; inhibition, % at 3.6 µM; 360,000 compounds, 0.13% hits; AID 602396;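 active means inhibition above the mean inhibition of all tested compounds plus 3 SD, cut at about 73% in these data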;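 further: 0% = DMSO wells and 100% = reporter-only cells lacking LRH-1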
# Numbers without * were called inactive; · = not tested or not shown.
SMILES,SRC3 inh,TLR9-MyD88 inh,SRC2 inh,LMP1 NFkB inh,COUP-TFII inh,MC4R antag cAMP,SRC1 inh,MC4R ag barr,NOD2-RIPK2 inh,ABHD5 PLIN5 PPI,LRH-1 inv ag
COC(=O)c1cc(OC)c(OC)cc1NC(=O)c1cc(OC)cc(OC)c1,5.5,-5.3,-0.9,-18.2,1.1,2.5,0.1,-1.4,-7.9,2.8,-8.4
CCN(Cc1ccccc1)C(=O)CCc1nnc(CCCc2ccccc2)o1,-22.2,-12.7,-22.6,-21.4,-68.6,0.8,-44.1,0.9,-0.7,-4.4,-22.9
CCOC(=O)c1c(C)[nH]c(C(=O)/C(C#N)=C/c2ccc(OC(F)F)c(OC)c2)c1C,-5.4,0.4,7.8,7.3,-5.8,-2.8,-10.3,-2.3,-7.1,3.9,8.5
CCC1(C)SC(N)=NN1C(C)=O (stereo not given),5.3,11.5,-10.1,2.1,5.9,-0.8,-16.7,0.5,-8.3,6.2,7.8
O=C1CC(C(=O)N2CCN(S(=O)(=O)c3cccc(F)c3)CC2)CN1Cc1ccccc1Cl (stereo not given),10.8,-7.3,8.8,1.4,-19.5,-0.4,7.2,-0.6,-3.6,-0.2,-11.1
CCOC(=O)c1c(-c2cccc(C)c2)csc1NC(=O)C1CC=CCC1C(=O)O (stereo not given),-6.5,12.1,-5.2,7.0,-1.2,2.6,-10.7,-0.1,-8.6,-1.2,4.8
CC(C)(C)NNC(=S)Nc1cccc(C(F)(F)F)c1,15.7,-1.5,-20.0,-11.7,-6.0,9.0,7.6,-0.5,-2.1,-4.5,0.3
COc1ccc(C(CNC(=O)c2oc3ccc(Cl)cc3c2C)N2CCCCC2)cc1 (stereo not given),12.2,-1.6,7.8,-19.3,-4.8,8.4,-27.5,1.6,-3.1,1.4,-5.8
CC(=O)Nc1cc(NC(C)=O)cc(C(=O)OC(C)C(=O)Nc2ccc(S(=O)(=O)N3CCCC3)cc2)c1 (stereo not given),7.1,7.3,-0.1,3.9,9.8,5.7,-3.8,-3.7,-0.8,5.2,-8.6
Cc1cc(C)nc(SCC(=O)Nc2ncc(Cc3ccc(Cl)c(Cl)c3)s2)n1,17.3,-0.7,-8.4,-5.2,-3.6,1.8,-7.3,20.8*,6.2,7.2,1.5
CC(=O)Oc1ccc2c(c1)c(C(C)=O)c(C)n2C,11.6,-5.5,-0.1,3.6,7.6,-5.5,9.5,0.4,1.1,-0.5,-9.7
CCN1CCN(CCC(=O)Nc2cc(C)ccc2C)CC1,5.8,-16.9,8.6,4.8,-18.7,7.4,-3.9,1.7,-2.2,-7.4,-4.1
c1ccc(-c2nc(NCc3cccnc3)c3ccccc3n2)cc1,-16.0,-4.5,·,-0.8,·,1.5,11.6,0.7,1.2,7.2,13.7
Cc1ccc(C(=O)N/C(=C\c2ccc(-c3cc(Cl)ccc3Cl)o2)C(=O)NCc2cccnc2)cc1,4.6,-5.4,5.8,5.4,-2.8,0.3,10.6,-1.9,-4.5,2.4,-7.5
COc1ccc(NC(=O)c2ccc3nc(C)sc3c2)cc1,-30.6,3.4,-36.1,17.0,-39.3,-1.8,-6.6,-1.6,-5.1,1.0,-48.9
O=C(NCCF)[C@H]1C[C@@H]1[C@H](NP(=O)(c1ccccc1)c1ccccc1)c1ccccc1,-4.3,3.5,14.2,2.1,-17.1,1.8,-15.7,-1.4,7.3,-0.5,20.8
O=C(NCc1cc(C(F)(F)F)cc(C(F)(F)F)c1)C12CN(Cc3ccccc3)CC1C(c1cccc([N+](=O)[O-])c1)=NO2 (stereo not given),-13.7,-1.9,·,4.7,·,7.7,-6.8,-1.1,9.3,2.5,5.8
CCN1C(=O)/C(=C\N2CCN(C)CC2)SC1=S,1.9,-0.2,-3.3,0.5,-3.2,-6.6,-11.3,0.2,-2.8,6.8,-5.7
Cc1cc(N2CCCC2=O)ccc1S(=O)(=O)Nc1c(C)nn(C)c1C,20.9,-2.3,21.0,12.4,13.9,33.7*,-38.5,-0.3,-1.6,-3.3,14.4
COc1cccc2cc(C(=O)Nc3ccc(S(=O)(=O)NCC4CCCO4)cc3)c(=O)oc12 (stereo not given),0.1,4.1,19.2,8.8,-3.7,2.6,-3.2,-1.6,4.9,-11.8,-7.5
Cc1cc(F)ccc1NC(=O)C1CSC2(C)CCC(=O)N12 (stereo not given),8.0,-8.1,-7.1,-0.1,-15.5,5.0,14.0,-1.7,-8.1,-13.1,-7.5
OCCN=C1CCCc2c1[nH]c1ccc(Cl)cc21,8.1,-5.1,-10.6,14.4,-6.3,6.0,8.7,4.0,-3.6,7.7,-7.3
O=c1[nH]c2ccc(Cl)cc2c(O)c1-c1ccccc1,-13.5,-6.4,11.3,0.9,8.5,7.0,5.2,0.1,-4.3,-4.3,5.2
COc1ccccc1C(=O)NCCC(=O)N(Cc1ccco1)Cc1cccs1,15.2,0.7,10.1,-8.0,1.8,4.9,11.5,-1.0,4.5,1.4,-7.3
O=C(CCCN1C(=O)c2cccnc2Oc2ccc(Cl)cc21)N1CCCCC1,7.8,-3.9,7.8,-7.9,18.2,8.4,15.0,-2.1,8.8,-2.1,-16.4
Cc1cccc(NC(=O)C2SC(=Nc3c(C)cccc3C)C(C(=O)N3CCOCC3)=C2N)c1 (stereo not given),0.1,-11.3,17.7,-1.4,7.0,0.8,10.5,-1.2,-6.7,-2.5,4.7
CCc1ccc(-c2csc(NC(=O)C3=NN(c4ccccc4)C(=O)CC3)n2)cc1,16.4,-4.0,-16.2,2.7,-1.1,9.4,-0.3,3.4,2.5,7.2,-15.3
O=C(N/N=C/c1ccccc1[N+](=O)[O-])c1ccc(CN2CCOCC2)cc1,-34.1,-1.9,-8.2,17.8,-3.3,-0.7,-27.6,-0.1,-11.7,-9.3,-34.5
COc1cccc(N2CC(C(=O)Nc3nnc(SCC(=O)c4ccccc4)s3)CC2=O)c1 (stereo not given),-11.1,-6.0,1.1,0.6,26.6,-5.7,2.8,-3.1,1.3,-3.4,24.1
CCNC(=O)COc1ccc(/C=C2\COc3ccccc3C2=O)cc1OC,2.0,-1.0,34.5,7.1,-19.2,9.9,-0.9,-1.0,6.3,55.6*,16.7
CN1CCCN(C(=O)c2ccc(Br)cc2)CC1,-4.4,-4.3,-16.0,8.2,21.1,8.8,-4.6,-0.2,1.4,-9.8,1.5
COc1cccc(C2=NOC(C(=O)Nc3cc(C)nn3-c3ccccc3)C2)c1OC (stereo not given),4.5,-0.9,6.1,-0.1,14.8,3.6,2.2,-0.9,6.3,-11.7,-1.7
Cc1c(C(=O)NC2CCOC2)oc2c(F)cccc12 (stereo not given),-68.0,-3.1,-57.5,-32.0,-42.1,9.6,-93.1,-0.5,-5.0,-2.6,-69.2
Cc1ccc(-c2nc(C3CCCN(S(=O)(=O)c4ccc(C(C)(C)C)cc4)C3)no2)cc1 (stereo not given),-3.5,-1.7,3.8,-22.4,-5.7,6.1,-8.6,-0.9,-1.8,3.4,-6.8
NC(=O)c1nsc(C(=O)N(c2ccccc2)C(C(=O)NC2CCCC2)c2ccc3ncccc3c2)c1N (stereo not given),8.3,-5.0,-2.7,9.8,-15.9,8.0,21.0,-0.8,-8.2,-3.1,-4.5
COc1cccc(CNS(=O)(=O)c2c(C)nc3scc(C)n3c2=O)c1,15.7,3.6,-6.5,2.1,3.0,9.4,-26.2,-1.6,8.2,-2.3,9.9
O=[N+]([O-])c1cnccc1Nc1ccc(Cl)cc1,23.8,-10.2,16.9,2.9,11.0,-0.6,6.3,-2.0,-9.1,3.0,52.2
Cc1ccc(NC(=O)CCNS(=O)(=O)c2ccc3[nH]c(=O)oc3c2)cc1,-31.8,8.8,-6.8,-9.6,8.0,12.2,14.4,-2.2,2.1,-5.5,-6.0
CCCOc1ccc(NC(=O)CC2C(=O)N(C)C(=S)N2Cc2cccs2)cc1 (stereo not given),-0.1,0.9,-0.5,-0.7,-3.3,7.8,6.8,0.1,5.6,-4.5,12.2
CCCc1cc(=O)[nH]c(SCC(=O)N2CCN(c3ccc(F)cc3)CC2)n1,-20.9,3.5,11.0,-9.4,4.6,5.2,-8.3,-0.4,-9.8,3.7,17.0
COCCN(CC(=O)NCc1ccc2c(c1)OCO2)C(=O)CCC(=O)Nc1nccs1,-15.9,-0.6,8.6,2.2,10.2,1.7,-22.0,-0.7,10.2,5.2,-12.3
O=C(O)c1cccc(C(=O)c2cccc(C(=O)O)c2)c1,15.9,-3.9,-1.5,1.6,-0.1,9.7,3.4,-2.4,0.9,3.9,1.5
COC(=O)CCC(=O)Nc1cccc([N+](=O)[O-])c1,-22.4,6.9,-14.1,3.6,2.4,4.4,0.3,-2.4,-12.9,4.3,2.1
O=C1O[C@@H]([C@H](O)CO)C(O)=C1O,-3.0,4.5,8.8,-10.8,9.9,7.2,-4.9,-0.6,2.6,-4.5,-12.3
CC(=O)Nc1ccc(S(=O)(=O)/N=C2\C(=O)c3ccccc3C([O-])=C2n2cc[n+](-c3ccccn3)c2)cc1,-1.6,-8.2,9.4,38.8,-3.5,9.6,-25.7,-0.4,-5.5,-7.0,26.9
O=C(CCn1c(=S)oc2ccccc21)Nc1ccc(F)cc1,22.2,4.6,15.0,-33.4,1.9,1.7,-8.4,0.2,-3.6,-1.6,-5.2
Clc1ccc(-c2nnc(-c3cccc4ccccc34)o2)cc1,-61.6,0.4,-3.0,-30.0,-25.9,-0.3,-57.4,11.1*,-3.9,3.0,10.0
Cc1cc(C(=O)N2CCCC(C(=O)c3ccc(Oc4ccccc4)cc3)C2)n[nH]1 (stereo not given),23.1,-19.9,30.4,15.8,-0.2,14.7,17.4,0.0,-2.4,-1.5,25.8
C=CCn1c(SCc2ccccc2)nc(O)cc1=O,4.5,4.2,-26.5,0.8,6.3,13.5,6.8,-0.5,0.4,-2.7,-11.0
O=C1CCCN1CCCNc1ccc2nnc(CCC(=O)N3CCN(c4ccccc4)CC3)n2n1,-11.3,-4.7,0.0,0.5,-0.9,15.7,1.5,-1.1,-12.6,5.8,-15.5
CN1CCN(CCCNC(=O)c2ccc(CS(=O)(=O)c3ccc(Br)cc3)o2)CC1,13.8,6.6,10.1,-11.6,7.8,-1.3,-31.0,-0.2,-2.3,2.6,6.4

# Among those listed so far, these have a CF3 group.
SMILES,SRC3 inh,TLR9-MyD88 inh,SRC2 inh,LMP1 NFkB inh,COUP-TFII inh,MC4R antag cAMP,SRC1 inh,MC4R ag barr,NOD2-RIPK2 inh,ABHD5 PLIN5 PPI,LRH-1 inv ag
CC(C)(C)NNC(=S)Nc1cccc(C(F)(F)F)c1,15.7,-1.5,-20.0,-11.7,-6.0,9.0,7.6,-0.5,-2.1,-4.5,0.3
O=C(NCc1cc(C(F)(F)F)cc(C(F)(F)F)c1)C12CN(Cc3ccccc3)CC1C(c1cccc([N+](=O)[O-])c1)=NO2 (stereo not given),-13.7,-1.9,·,4.7,·,7.7,-6.8,-1.1,9.3,2.5,5.8

# These rows are one share of the data; count on the stated rates, not on these rows.
